# All columns: NCI-60 one-dose screen, growth in % after 48 h at 10 µM unless noted; 100 = growth as untreated, 0 = no growth, -100 = all killed.
# OVCAR-3: OVCAR-3 ovarian cancer | hit rate 7% among 79,000
# ACHN: ACHN renal cancer. hit rate 4.9% among 81,000
# TK-10: TK-10 renal cancer cells; hit rate 3.9% among 81,000; AID 1794769
# CAKI-1: CAKI-1 renal cancer; hit rate 4.7% among 75,000
# OVCAR-5: OVCAR-5 ovarian cancer; hit rate 2.9% among 82,000
# OVCAR-8: OVCAR-8 ovarian cancer | hit rate 4.4% among 81,000 | AID 1794782
# RXF 393: RXF 393 renal cancer cells; AID 1794773; hit rate 6.9% among 77,000
# A498: A498 renal cancer cells. AID 1794774. hit rate 5.4% among 76,000
# * hit, by the source's call; . = no result given; & = joins results of further samples. How the source made its calls: active means growth percent below 10; inactive means the rest.
SMILES,OVCAR-3,ACHN,TK-10,CAKI-1,OVCAR-5,OVCAR-8,RXF 393,A498
CC1OC(=O)C(C(C)C)NC(=O)C(C(C)C)OC(=O)C(C(C)C)NC(=O)C(C)OC(=O)C(C(C)C)NC(=O)C(C(C)C)OC(=O)C(C(C)C)NC(=O)C(C)OC(=O)C(C(C)C)NC(=O)C(C(C)C)OC(=O)C(C(C)C)NC1=O (configuration not stated),-19*,-16*,25,-5.0*,-40*,.,-63*,-53*
COC(C(=O)O)(c1ccccc1)c1ccccc1,109,101,97,81,103,103,107,104
Cc1ccccc1-c1nc2c(s1)C1=CC[C@@H]3[C@H](CC[C@]4(C)C(=O)CC[C@@H]34)[C@@]1(C)CC2,110,101,109,93,97,105,106,87
CC(=O)c1ccc(C(=O)NCC2CCC3(CC2)OOC2(CCCCC2)OO3)cc1,83,65,86,-30*,70,85,85,89
O=CNC(O)C(Cl)(Cl)Cl (configuration not stated),113,102,103,.,95,104,111,111
O=C(NCCS(=O)OO)c1ccccc1 (configuration not stated),110,104,92,89,110,99,130,104
ClC1=C(Cl)C2(Cl)C3C(Cl)C=CC3C1(Cl)C2(Cl)Cl (configuration not stated),116,114,107,106,101,108,90,97
Nc1nc(N)nc(Cl)n1,113,99,102,95,.,97,85,121
Fc1ccc(N2COOC3(CCCCC3)OOC2)cc1,104,109,92,95,99,108,117,97
CC(=O)O[C@@H]1C[C@H]2C(C)(C)C(=O)C=C[C@]2(C)[C@H]2CC[C@]3(C)C(=CC(=O)O[C@H]3c3ccoc3)[C@@]21C,94,80,102,60,.,75,55,106
COc1ccc2c(c1O)[C@]13CCN(C)[C@H](C2)[C@@H]1CCC(=O)C3,112,112,107,94,122,105,109,109
CC(C)(C)NCCCN1CC1(C)C (configuration not stated),113,108,100,98,92,104,114,84
ClCCN1CCSCC1,120,101,117,93,110,104,125,67
S=C(NCCN1CC1)Nc1cccc2ccccc12,92,99,127,89,109,95,100,83
CN1CCC(c2c[nH]c3ccccc23)C1 (configuration not stated),103,96,154,.,77,96,128,113
COc1cc2c(c(OC)c1OC)-c1ccc([O-])c(=O)cc1[C@@H](NC(C)=O)CC2.COc1cc2c(c(OC)c1OC)-c1ccc([O-])c(=O)cc1[C@@H](NC(C)=O)CC2.[Cu+2],-27*,54,72,34,54,23,13,15
CCC1CN1P1(=O)OCC(C)([N+](=O)[O-])CO1 (configuration not stated),123,107,114,108,109,111,118,123
CC(C)c1cc(Cl)cc(C(C)C)c1OCCN(C)C,106,85,107,86,80,99,99,72
Cn1cc(-c2csc(-c3cn(CCCCN4CCCCC4)c4ccc(F)cc34)n2)c2cccnc21,88,55,106,.,103,92,27,81
O=C1NCCCCC1(Br)Br,117,115,110,94,106,112,104,117
O=C1OC(c2cccnc2)=N/C1=C\c1ccccc1,95,100,95,97,100,93,96,46
CCCCCCCOC(N)=O,110,103,109,101,84,104,102,96
CC(=O)OC1CC2(Cl)C(Cl)=C(Cl)C1(Cl)C2(Cl)Cl (configuration not stated),110,99,121,96,106,101,111,106
CCCCCC(=O)c1c(O)c(OC)c(OC)[nH]c1=O,64&56,54&50,105&73,85&64,109&120,75&68,67,49&50
Cc1sc2nc(N3CCNCC3)[nH]c(=O)c2c1C,97,104,111,.,96,108,101,99
COc1ccc(/C=C/C(=O)c2nc3ccccc3n2Cc2ccc(Br)cc2)cc1OC,118,102,133,88,112,105,109,118
CCN(CC)P(=O)(N1CC1C)N1CC1C (configuration not stated),108,100,105,.,120,101,110,113
CCC(=O)c1ccc(Cl)cc1,109,104,79,98,107,106,110,107
C=C[C@H]1CN2CC[C@H]1C[C@@H]2[C@@H](OC(=O)OCC)c1ccnc2ccc(OC)cc12,109,94,117,90,95,100,101,119
Nc1ccc(N=Nc2ccccc2)cc1,94,91,116,89,94,91,88,57

# For convenience, some entries already given:
SMILES,OVCAR-3,ACHN,TK-10,CAKI-1,OVCAR-5,OVCAR-8,RXF 393,A498
CC1OC(=O)C(C(C)C)NC(=O)C(C(C)C)OC(=O)C(C(C)C)NC(=O)C(C)OC(=O)C(C(C)C)NC(=O)C(C(C)C)OC(=O)C(C(C)C)NC(=O)C(C)OC(=O)C(C(C)C)NC(=O)C(C(C)C)OC(=O)C(C(C)C)NC1=O (configuration not stated),-19*,-16*,25,-5.0*,-40*,.,-63*,-53*
COC(C(=O)O)(c1ccccc1)c1ccccc1,109,101,97,81,103,103,107,104
Cc1ccccc1-c1nc2c(s1)C1=CC[C@@H]3[C@H](CC[C@]4(C)C(=O)CC[C@@H]34)[C@@]1(C)CC2,110,101,109,93,97,105,106,87
CC(=O)c1ccc(C(=O)NCC2CCC3(CC2)OOC2(CCCCC2)OO3)cc1,83,65,86,-30*,70,85,85,89
O=CNC(O)C(Cl)(Cl)Cl (configuration not stated),113,102,103,.,95,104,111,111
O=C(NCCS(=O)OO)c1ccccc1 (configuration not stated),110,104,92,89,110,99,130,104
ClC1=C(Cl)C2(Cl)C3C(Cl)C=CC3C1(Cl)C2(Cl)Cl (configuration not stated),116,114,107,106,101,108,90,97
Nc1nc(N)nc(Cl)n1,113,99,102,95,.,97,85,121
Fc1ccc(N2COOC3(CCCCC3)OOC2)cc1,104,109,92,95,99,108,117,97
CC(=O)O[C@@H]1C[C@H]2C(C)(C)C(=O)C=C[C@]2(C)[C@H]2CC[C@]3(C)C(=CC(=O)O[C@H]3c3ccoc3)[C@@]21C,94,80,102,60,.,75,55,106
COc1ccc2c(c1O)[C@]13CCN(C)[C@H](C2)[C@@H]1CCC(=O)C3,112,112,107,94,122,105,109,109
CC(C)(C)NCCCN1CC1(C)C (configuration not stated),113,108,100,98,92,104,114,84
ClCCN1CCSCC1,120,101,117,93,110,104,125,67
S=C(NCCN1CC1)Nc1cccc2ccccc12,92,99,127,89,109,95,100,83
CN1CCC(c2c[nH]c3ccccc23)C1 (configuration not stated),103,96,154,.,77,96,128,113

# Later entries
SMILES,OVCAR-3,ACHN,TK-10,CAKI-1,OVCAR-5,OVCAR-8,RXF 393,A498
COc1ccc2cc([C@H](C)C(=O)[Se]CCC#N)ccc2c1,-61*,-50*,-90*,-94*,-32*,-83*,-82*,-71*
CC1(C)S[C@H]2CC[C@H]3OC(=O)[C@@H]1N23,132,114,92,67,91,102,103,93
Nc1ccc(Oc2ccc(N)cc2)cc1,101,97,106,100,103,103,105,99
C[n+]1c(-c2ccccc2)ccc2ccccc21,70,100,92,82,90,89,93,56
O=C1C=C(N2C3C4CCC(C4)C32)C(=O)C=C1c1ccccc1 (configuration not stated),75,73,142,58,102,72,.,49
O=[N+]([O-])c1ccc(CI)cc1,.,66,112,54,97,84,.,96
c1ccc2sc(SNC3CCCCC3)nc2c1,82,94,155,112,102,.,.,113
CCCC1C(=O)NC(=O)NC1=O,100,102,99,95,97,114,110,88
CCCCCCCCNC(c1ccc(Cl)cc1)C(O)c1ccc(Cl)cc1 (configuration not stated),102,96,97,.,89,102,100,103
C1CC2OC2CC1C1CO1 (configuration not stated),116,100,111,103,93,101,112,107
Cc1cc(-c2nc3cc(F)ccc3[se]2)cc(F)c1N,87,79,58,.,51,104,120,75
CSc1cccc(NP2(=O)OCC(C)([N+](=O)[O-])CO2)c1 (configuration not stated),100,98,100,92,112,101,118,70
C[As](=O)(O)c1ccc(C(=O)O)cc1,121,114,107,120,115,101,96,96
CS(=O)c1ccc([N+](=O)[O-])cc1[N+](=O)[O-] (configuration not stated),114,102,110,91,104,106,109,97
O=C1C(NC(=O)C2CCCCC2)=C(N2CC2)C(=O)C(NC(=O)C2CCCCC2)=C1N1CC1,102,96,97,97,96,101,67,102
C[C@]12CC[C@@H]3c4ccc(OC(=O)Cc5ccc(N(CCCl)CCCl)cc5)cc4CC[C@H]3[C@@H]1CC[C@@H]2OC(=O)Cc1ccc(N(CCCl)CCCl)cc1,109,109,120,101,105,109,.,121
C=CC[C@]1(O)CCC2C3CCC4=CC(=O)CCC4=C3C=C[C@@]21C (some centres not stated),117,95,104,82,114,94,.,88
CN1CC(=O)[C@H]2C[C@]23c2cccc4[nH]cc(c24)C[C@@H]13,112,101,94,93,99,99,108,79
O[C@H](CN1CC1)[C@@H](O)CN1CC1,101,24,101,-0.6*,103,55,77,95
CC12CC[C@H](O)C=C1/C(=N/O)CC1C2CCC2(C)C1CC[C@@H]2O (some centres not stated),.,95,102,84,96,107,104,.
CC(=O)O[C@H]1CCC2(C)C(=C/C(=N\O)C3C2CCC2(C)C3CC[C@@H]2OC(C)=O)C1 (some centres not stated),96,101,112,.,103,103,110,73
C[C@]12C=CC(=O)C=C1CC[C@@H]1[C@@H]2[C@H](O)C[C@@]2(C)[C@H]1CC[C@]2(C)O,105,102,103,100,106,119,138,99
CCC1(c2ccc(N)cc2)CCC(=O)NC1=O (configuration not stated),118,94,109,88,92,102,110,121
O=P1(c2ccccc2)Nc2ccccc2N1c1ccccc1 (configuration not stated),85,97,125,90,123,95,92,96
CC[C@@]12CC(C(=O)OC)=C3Nc4cc5c(cc4[C@@]34CCN(C[C@H]3O[C@H]31)[C@@H]24)[C@@H]1[C@H](O5)[C@@H](O)[C@@]2(CC)CC(C(=O)OC)=C3Nc4cc(OC)ccc4[C@@]34CCN1[C@@H]24,7.9*,18,16,13,34,25,-38*,-15*
CC(=O)O[C@H]1CC[C@H]2[C@@H]3CC=C4c5nc(-c6ccccc6)sc5CC[C@]4(C)[C@H]3CC[C@]12C,93,92,92,68,76,78,79,75
COc1ccc(/C=C/C(=O)c2nc3ccccc3n2Cc2ccc(F)cc2)cc1OC,97,94,127,83,103,90,95,123
S=C=NCCc1ccccc1,72,72,79,69,33,.,31,.
OC1CN2CCC[C@@H](O)[C@@H]2C1O (some centres not stated),.,100,105,.,105,98,95,.
O=C1NC(=O)C(=Cc2cn(C[C@@H](O)Cn3c4ccccc4c(=O)c4ccccc43)c3ccccc23)C(=O)N1,102,91,98,94,95,89,94,111

# Next section (two carried over from the part before).
SMILES,OVCAR-3,ACHN,TK-10,CAKI-1,OVCAR-5,OVCAR-8,RXF 393,A498
OC1CN2CCC[C@@H](O)[C@@H]2C1O (some centres not stated),.,100,105,.,105,98,95,.
O=C1NC(=O)C(=Cc2cn(C[C@@H](O)Cn3c4ccccc4c(=O)c4ccccc43)c3ccccc23)C(=O)N1,102,91,98,94,95,89,94,111
CC1(C)C(=O)C2(I)CCC1C2 (configuration not stated),114,101,111,92,107,102,99,119
CC[C@H](C)[C@H](NC(=O)c1ccccn1)C(=O)N(C)[C@H](C[C@@H](OC(C)=O)c1nc(C(=O)N[C@@H](Cc2ccccc2)C[C@H](C)C(=O)OC)cs1)C(C)C,-22*,40,.,.,50,23,-11*,-5.2*
CCCOC(C(=O)OCCN(CC)CC)(c1ccccc1)c1ccccc1,100,99,89,91,93,99,104,47
CC1=C2C(=C[C@@](C)(COC(=O)c3ccc(S(=O)(=O)F)cc3)[C@@H]2OC(=O)c2ccc(S(=O)(=O)F)cc2)C(=O)[C@](C)(O)C12CC2,.,-16*,-4.0*,-2.7*,4.8*,5.9*,.,.
NS(=O)(=O)c1nc[nH]c1[N+](=O)[O-],115,97,100,98,97,105,116,.
CC(NC(=O)C(Cl)Cl)C(=O)O (configuration not stated),109,106,85,86,104,104,96,112
Cc1cc(C)c(C[N+](C)(C)C)c(C)c1C,11,6.7*,.,5.4*,10,6.4*,.,8.6*
CN1C(=O)N(C)C(O)C(Cl)(Br)C1=O (configuration not stated),105,109,100,99,99,105,117,113
CC1(C)CN1P(=O)(N1CC1(C)C)N1CC1(C)C (configuration not stated),118,112,118,110,115,90,119,102
CC(C)NC(Cc1ccccc1)c1ccccc1 (configuration not stated),105,107,104,103,100,.,110,98
O=[N+]([O-])c1cccc(S(=O)(=O)F)c1,122,109,107,107,105,103,112,125
C[C@]12CCC3[C@@H](C[C@@H]4SC(Nc5ccccc5)=N[C@@]45CC(=O)CC[C@]35C)[C@@H]1CCC2=O (some centres not stated),-10.0*,-62*,-4.6*,-46*,31,-5.4*,-64*,64
CN(C)C(=O)Oc1ccc(Cl)cc1Cl,105,107,100,101,102,89,102,71
COc1cc(N(CCCl)CCCl)c(OC)cc1/C=N\Nc1nnc(C)n1N,101,100,113,93,109,93,115,95
CCCCCCCCOP(OCCCCCCCC)OCCCCCCCC,127,123,102,102,107,101,118,102
CC(=O)c1ccc2c(c1)OCO2,95,97,97,107,103,98,121,101
COc1cc2nc(Sc3cnc(N)s3)n(-c3ccccc3)c(=O)c2cc1OC,112,102,124,82,109,103,119,102

# Screening data (PubChem)

# The list is partial; the hit share may differ from the screen's.
